Bioassay records deposited in PubChem BioAssay by National Center for Advancing Translational Sciences (NCATS).
D2 antag: D2 dopamine receptor (human) antagonism; P14416; HEK293 TREx D2 cells, calcium flux, dopamine EC80; inhibition, % at 10 µM; 340,000 compounds, 2% hits; in the data active means inhibition above about 30%; further: 0% is about no effect
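Calcium flux kinetic readout in an inducible HEK293 TREx D2 line plated overnight at 30 C. After 180 s compound exposure, an EC80 dopamine challenge follows with another 180 s kinetic read to detect antagonism.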
D1 PAM: human D1 dopamine receptor positive modulation. HEK293 TREx D1 cells, calcium flux, dopamine EC20 potentiation. P21728. 360,000 compounds, 0.036% hits. potentiation, % at 10 µM; in the data active means potentiation above about 30%; further: 0% is about no effect
Target sequence (P21728 whole entry, looked up): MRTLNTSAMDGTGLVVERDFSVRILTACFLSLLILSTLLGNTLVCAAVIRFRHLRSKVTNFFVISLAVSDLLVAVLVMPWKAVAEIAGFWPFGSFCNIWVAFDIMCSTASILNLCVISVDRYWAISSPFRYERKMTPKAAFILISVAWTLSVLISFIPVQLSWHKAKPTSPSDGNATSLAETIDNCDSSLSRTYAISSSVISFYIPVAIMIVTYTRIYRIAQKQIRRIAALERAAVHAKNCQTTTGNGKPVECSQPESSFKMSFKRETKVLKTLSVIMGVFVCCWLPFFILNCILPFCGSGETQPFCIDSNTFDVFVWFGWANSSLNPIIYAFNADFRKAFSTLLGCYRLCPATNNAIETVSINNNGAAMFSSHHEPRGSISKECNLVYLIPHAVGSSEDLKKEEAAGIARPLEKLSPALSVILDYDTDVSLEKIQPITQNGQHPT
RXFP1 antag: RXFP1 (human) relaxin receptor antagonism; Q9HBX9; activity change, negative = inhibition, % at 57.5 µM; 350,000 compounds, 0.59% hits; HEK293-RXFP1, relaxin-stimulated cAMP HTRF, 30 min; stronger effect = lower value;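 active means activity change of -60% or lower, but not beyond a set lower limit; inconclusive means change between -60% and -40%, or beyond the set limit; inactive means change above -40%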; further: on the % scale 0 is the no-effect control and ±100 the full control effect
D2 agonist: agonists of human D2 dopamine receptor; P14416; HEK293 T-REx D2 cells, calcium flux agonist mode; activation, % at 2 µM; 340,000 compounds, 0.53% hits;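 active means activation over 3 SD above normal in the single-dose calcium agonist read, cut at about 30% in these data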; further: 0% is about no effect
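Tetracycline-induced HEK293 Trex cells with D2 receptor force-coupled to calcium signaling, plated overnight at 30 C and loaded with no-wash calcium dye. Calcium flux read kinetically for 180 s after compound addition; responses flag agonists.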
TRHR enhancer: TRH receptor (human) allosteric enhancement; P34981; 360,000 compounds, 0.66% hits; TRHR cells, fluo-8 calcium fluorescence, EC20 TRH enhancement; enhancement, % at 2 µM; in the data active means enhancement above about 30%; further: 0% is about no effect
Target sequence (P34981 whole entry, looked up): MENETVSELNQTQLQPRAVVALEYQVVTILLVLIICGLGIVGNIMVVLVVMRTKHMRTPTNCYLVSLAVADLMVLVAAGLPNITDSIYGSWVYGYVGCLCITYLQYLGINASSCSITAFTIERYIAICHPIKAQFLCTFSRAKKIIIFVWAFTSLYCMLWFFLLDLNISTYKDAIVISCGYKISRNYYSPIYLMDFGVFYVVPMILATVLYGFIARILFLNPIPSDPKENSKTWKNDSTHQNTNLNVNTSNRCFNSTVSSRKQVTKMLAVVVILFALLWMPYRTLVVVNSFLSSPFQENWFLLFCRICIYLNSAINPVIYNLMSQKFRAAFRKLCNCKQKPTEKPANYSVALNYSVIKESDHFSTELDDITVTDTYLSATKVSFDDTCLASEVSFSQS
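Enhancer read-out: after compound pinning and an initial kinetic agonist-mode read, an EC20 of TRH (10 nM final) was injected and fluo-8 calcium signal (Ex 480/Em 530) followed at 1 s/cycle for 100 cycles in TRHR-expressing cells.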
D1 antagonist: human D1 dopamine receptor antagonism; activity change, negative = inhibition, % at 10 µM; P21728; 360,000 compounds, 3.2% hits; HEK293 TREx D1 cells, calcium flux, dopamine EC80; stronger effect = lower value; in the data active means activity change below about -30%; further: on the % scale 0 is the no-effect control and ±100 the full control effect
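Cells carrying a force-coupled, tetracycline-inducible human D1 receptor report calcium flux. Each well gets a 10 s baseline, compound with 180 s monitoring, then an EC80 dopamine stimulus with a second 180 s kinetic read.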
D1 ag: human D1 receptor agonism | AID 504660 | P21728 | activation, % at 2 µM | HEK293 T-REx D1 cells, calcium flux, agonist mode | 360,000 compounds, 1% hits; further: 0% is about no effect
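Agonism was scored from calcium flux recorded over 180 s (1 read/s) after pintool compound addition, following a 10-cycle baseline. Cells were inducible force-coupled HEK293 TREx D1, plated overnight at 30 C and loaded with no-wash calcium dye.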
D2 PAM: positive allosteric modulators of human D2 dopamine receptor | HEK293 T-REx D2, calcium flux, EC20 dopamine potentiation | potentiation, % at 10 µM | 340,000 compounds, 0.34% hits | AID 485347;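 active means potentiation over 3 SD above the plate norm, cut at about 30% in these data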; further: 0% is about no effect
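Primary screen. Calcium kinetics in induced HEK293 T-REx D2 cells: compound pre-addition 180 s, EC20 dopamine, 180 s more.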
TRHR agonist: activates the human TRH receptor | P34981 | TRHR cells, calcium flux fluo-8, FDSS agonist mode | activation, % at 2 µM | 360,000 compounds, 0.18% hits; further: 0% is about no effect
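Steps: seed TRHR cells overnight; add fluo-8 no-wash Ca dye, RT 30 min–1.5 h; record 10 s baseline; pin-transfer compounds; monitor fluorescence 1 cycle/s for the agonist window. Calcium increases flag candidate agonists.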
An asterisk follows results filed as active; ? = inconclusive; · = no result given. Unless noted, no stated cut-off is given here; in the data, active means activation above about 30%; inactive means the rest.

SMILES	D2 antag	D1 PAM	RXFP1 antag	D2 agonist	TRHR enhancer	D1 antagonist	D1 ag	D2 PAM	TRHR agonist
O=c1c(Cc2ccccc2)c(O)c2cccc3c4c(n1c23)CCCC4	18	-1	-11	2.8	-3	0	10	-2	1.1
O=C(O)c1ccccc1N1C(=O)C2C3c4ccccc4C(Br)(c4ccccc43)C2C1=O (stereo unspecified)	-9	0	7	-0.2	-11	-3	6	3	1.2
O=C(c1cc2c(s1)CCCC2)N1CCN(Cc2ccc3c(c2)OCO3)CC1	75*	-3	-4	0.3	-2	-2	1	-21	-1.1
COCCNC(=O)c1cnn2c(C(F)F)cc(-c3ccccc3)nc12	-20	0	?	-1.9	1	3	0	-8	-0.8
COc1cccc(C(=S)N2CCCC2)c1OC	2	-4	-6	0.7	7	-2	0	-4	0.6
Nc1cc(N)nc(SCCOc2ccccc2F)n1	6	1	12	0.1	3	1	0	29	-0.4
CSc1ncccc1C(=O)NC1CCCc2c1cnn2-c1ccc(C)c(C)c1 (stereo unspecified)	-15	-1	-7	-0.5	0	-11	8	14	-0.5
CC(C)(C)n1nnnc1C(c1ccc(F)cc1)N1CCN(Cc2ccc3c(c2)OCO3)CC1 (stereo unspecified)	-24	-8	7	-0.8	4	-6	1	-4	0.6
CSCCC(NC(=O)c1ccccc1)C(=O)N1CCN(C(c2ccccc2)c2ccccc2)CC1 (stereo unspecified)	8	-7	-15	0.8	0	-3	3	-5	0.7
O=C(NCCS(=O)(=O)c1ccc(Br)cc1)c1ccccc1Cl	-6	7	-7	-1.8	1	-2	0	9	-0.3
NC(Cc1ccccc1)C(=O)N1CCCCC1 (stereo unspecified)	0	-3	-11	-0.6	-5	7	5	10	-0.9
Cc1ccc(C(=O)NCc2ccco2)cc1S(=O)(=O)N1CCCCC1	-14	-3	-4	0.2	6	8	1	-1	-2.4
O=C(c1cnc2sccn2c1=O)N1CCc2ccccc2C1	-10	1	-6	0.5	-2	-7	2	17	-0.4
C(=N\Nc1nc2ccccc2s1)/c1ccccn1	-8	1	-27	3.1	-5	6	6	-5	1.5
CSc1nc(N)c(C#N)c(-c2ccccc2Cl)c1C#N	0	-5	9	1.4	-6	36	11	-4	0.7
FCCCOc1ccc(CN2CCN(c3ccccc3F)CC2)cc1	·	-2	-14	·	8	-14	1	-23	0.3
COc1ccc(Cc2c(C)nn(-c3nc(C)c(C(=O)Nc4cccc(C(C)=O)c4)s3)c2C)cc1	·	3	-12	-1.8	5	-5	7	-9	-1.1
COc1ccc(S(=O)(=O)N2CCSC2c2ccc(N)cc2)cc1 (stereo unspecified)	-5	0	-19	-1.0	-3	-10	3	-13	-1.4
Cc1c(Br)c([N+](=O)[O-])nn1CC(=O)NCc1ccccn1	12	-3	-8	0.2	1	9	2	13	-0.1
O=C(Nc1ccc(F)cc1F)N1CCN(CCc2ccccc2)CC1	3	-1	-1	0.6	10	26	2	1	1.3
O=C(Nc1ccccc1)c1ccc2nc(-c3ccco3)c(-c3ccco3)nc2c1	1	12	4	-2.0	17	0	7	25	0.0
O=C(O)c1cccc(S(=O)(=O)N2CCOCC2)c1	1	-1	9	0.2	-4	-11	-1	-1	0.3
O=C1CCCc2cc(S(=O)(=O)N3CCCC(C(=O)NCc4ccc(Cl)cc4)C3)ccc2N1 (stereo unspecified)	·	-6	·	0.3	15	-12	-1	0	0.0
CC1CC(C)CN(C(=S)SCc2nc(N)nc(Nc3ccccc3)n2)C1 (stereo unspecified)	7	2	-15	0.2	9	0	4	1	0.1
Cc1noc(C)c1S(=O)(=O)Nc1ccc(C(=O)N2CCC(C)CC2)cc1	-9	-1	·	0.6	-12	-9	0	-8	0.1
O=S(=O)(c1ccc(SCCOc2ccc(Cl)cc2)nc1)N1CCCC1	·	·	6	·	0	4	14	-10	0.5
O=C(CN1C(=O)S/C(=C\c2ccc(F)cc2)C1=O)Nc1cccc(S(=O)(=O)NCc2ccco2)c1	3	-4	-4	1.6	14	4	13	7	1.5
COC(=O)[C@H](C)NC(=O)NCc1ccc(F)cc1	-5	-6	-14	-0.3	0	4	3	-3	0.7
NC(=O)NC(=O)COC(=O)c1ccc2noc(-c3ccccc3)c2c1	17	-1	-23	-1.9	-2	6	3	-3	-1.9
CCn1nccc1C(=O)Nc1ccc(C(=O)OC(C)C)cc1	-10	6	-1	-0.1	-4	9	1	0	1.1
Cc1ncc(CN2CCCC(C(=O)Nc3ccc(-n4ccnc4C)cc3)C2)cn1 (stereo unspecified)	6	2	5	0.4	3	5	2	18	0.1
Cc1ccc(S(=O)(=O)N2CCN(CC(O)c3ccccc3)CC2)cc1 (stereo unspecified)	4	7	-10	0.1	7	-16	2	-7	-0.1
CCCC(=O)N(c1ccc2oc(C)c(C(C)=O)c2c1)S(=O)(=O)c1ccc(C)c([N+](=O)[O-])c1	-18	-9	15	0.6	-5	-27	3	-4	0.1
O=c1c(Cl)c(NCc2ccccc2Cl)cnn1C12CC3CC(CC(C3)C1)C2	4	8	-2	2.6	6	-6	17	-3	3.3
CC1=NNC(=O)C1CCC(=O)N/N=C\c1ccccc1[N+](=O)[O-] (stereo unspecified)	13	1	10	-1.6	7	0	0	-10	-0.1
COc1ccc2[nH]c(=O)c(CNc3ccc(C)c(C)c3)cc2c1	-16	3	2	3.9	1	-22	7	5	6.1
CCOC(=O)C(C)Oc1cccc2c(=O)n(CC(=O)NCc3ccccc3)ccc12 (stereo unspecified)	1	0	12	-0.3	2	10	1	-1	0.2
COc1ccc(C(=O)N2CCCC(Nc3ccc(F)c(F)c3)C2)c(OC)n1 (stereo unspecified)	·	4	-5	·	-1	-35*	-1	·	-0.7
CN(C)CCNC(=O)c1ccc(CS(=O)(=O)c2c(Cl)cccc2Cl)o1	1	-3	4	1.1	1	25	5	0	0.1
Cc1ccc(Cn2c(=O)cc(C(=O)O)c3ccccc32)cc1	-4	6	1	0.7	2	-7	1	15	0.4
O=C(CSC1=NS(=O)(=O)c2ccccc2N1)c1ccccc1	6	-4	-1	0.0	-1	-29	2	0	0.0
CS(=O)(=O)c1nncn1-c1ccccc1	-7	-5	4	0.8	3	3	-1	6	0.4
COc1ccccc1N1CCN(/N=C/C=C/c2ccccc2[N+](=O)[O-])CC1	4	-2	?	-0.7	-15	6	5	-3	-1.0
COc1ccc(C)cc1S(=O)(=O)N1CCc2ccccc2C1	16	-4	-6	0.9	-9	6	2	4	-1.5
CSc1ccc(C2NC(=O)CCC2[N+](=O)[O-])cc1 (stereo unspecified)	-12	-2	1	0.4	3	-33*	1	-7	0.1

Copied from the list.
TRHR enhancer result of COc1ccccc1N1CCN(/N=C/C=C/c2ccccc2[N+](=O)[O-])CC1 stands at -15
TRHR enhancer result of CS(=O)(=O)c1nncn1-c1ccccc1 stands at 3
TRHR enhancer result of Cc1ccc(S(=O)(=O)N2CCN(CC(O)c3ccccc3)CC2)cc1 (stereo unspecified) stands at 7
RXFP1 antag result of COc1ccc(C)cc1S(=O)(=O)N1CCc2ccccc2C1 stands at -6

More structures follow.
SMILES	D2 antag	D1 PAM	RXFP1 antag	D2 agonist	TRHR enhancer	D1 antagonist	D1 ag	D2 PAM	TRHR agonist
Brc1ccc(/C=C/C=N/Nc2nc3ccccc3s2)cc1	-11	-7	2	-0.3	-8	30	2	1	-0.9
COc1ccccc1NC(=O)c1ccccc1C(=O)O	11	4	-18	0.4	24	-20	0	7	1.1
CCNC(=O)C1CCN(c2nc3ccccc3nc2C(F)(F)F)CC1	·	-4	·	·	-2	2	9	0	0.5
COC(=O)/C=C(\C)NC(=O)c1ccc(F)cc1	1	4	0	-0.2	34*	-6	5	22	0.1
Cc1cccc(Cn2ncc(Cl)c(Cl)c2=O)c1	-8	1	8	-1.1	-2	-18	0	12	0.1
COc1cc(OC)c(C(=O)Nc2ccc(C(=O)c3ccccc3)cc2)cc1OC	1	-5	-7	-0.3	-7	-4	3	-3	-1.4
COc1ccc(C2=NN(C(=O)CCC(=O)O)C(c3ccc([N+](=O)[O-])cc3)C2)cc1 (stereo unspecified)	8	11	-1	0.1	2	-2	1	-3	0.0
Cc1cc(Sc2nc(NC(C)(C)C)nc(N3CCOCC3)n2)nc(Cl)n1	-7	2	3	3.8	0	-29	1	-8	0.4
COc1ccccc1NC(=O)CSc1nc2nccnc2c(=O)n1CCc1c[nH]c2ccccc12	·	-2	-7	0.5	-6	-5	3	-8	0.6
CCN1/C(=C/C(C)=O)Sc2ccc(OC)cc21	·	-1	-1	·	1	13	0	·	-0.7
CN1CCCN(C(=O)C2CCCCC2)CC1	0	4	14	0.6	-1	-12	4	8	0.3
CCn1c(SCC(=O)NCc2ccccc2)nnc1-c1ccccc1O	1	0	3	-0.3	-3	3	-1	2	-0.1
O=S1(=O)N=C(SCCO)c2ccccc21	0	0	-7	3.5	-9	4	2	6	-0.2
Cc1cc(C)c(-c2n[nH]c3c2C(c2ccccc2F)N(Cc2ccco2)C3=O)c(O)c1 (stereo unspecified)	·	0	-16	2.3	8	31	5	7	1.4
COC(=O)c1nnn(-c2ccc(Br)cc2)c1C(=O)OC	·	-1	2	-0.1	1	6	1	0	-1.0
COC(=O)C(C)Sc1snnc1-c1ccccc1 (stereo unspecified)	7	-3	-8	0.5	-5	-6	5	17	-0.8
C=CCn1c(=N)c(C(=O)NCCCOC)cc2c(=O)n3cccc(C)c3nc21	4	-4	1	0.7	2	7	1	-7	-0.7
O=C(CN1CCN(C(=O)c2cccc(S(=O)(=O)N3CCCC3)c2)CC1)Nc1ccc(F)cc1	25	-10	4	0.4	0	-21	0	11	-0.2
COc1ccc(NCCC(O)c2ccc(Cl)cc2)cc1 (stereo unspecified)	5	-1	-10	-0.5	9	-2	1	0	-0.3
CC1CCCN(CCCNC(=O)c2ccc(CS(=O)(=O)c3c(Cl)cccc3Cl)o2)C1 (stereo unspecified)	-16	-7	-4	1.2	2	-2	0	3	-0.1
O=C(Cc1c(F)cccc1Cl)NCc1cccnc1	-9	2	1	0.6	23	-4	1	4	0.3
CCOc1cc(/C=N/NC(=O)c2cccnc2)ccc1OCc1ccc(C(=O)OC)o1	-18	-2	-2	0.6	-1	·	0	-1	0.7

Reprinted at random: 2 compounds from above.
SMILES	D2 antag	D1 PAM	RXFP1 antag	D2 agonist	TRHR enhancer	D1 antagonist	D1 ag	D2 PAM	TRHR agonist
O=C(CN1CCN(C(=O)c2cccc(S(=O)(=O)N3CCCC3)c2)CC1)Nc1ccc(F)cc1	25	-10	4	0.4	0	-21	0	11	-0.2
COC(=O)C(C)Sc1snnc1-c1ccccc1 (stereo unspecified)	7	-3	-8	0.5	-5	-6	5	17	-0.8
